Compound activity from PubChem.
Lipid droplet: modulators of hepatic lipid droplet formation; inhibition, % at 6.5 µM; 0.4% of 240,000 active; AML12 mouse hepatocytes, oleate lipid droplets, BODIPY imaging;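 active = lipid droplet intensity inhibited by at least 50%, with more than 500 cells counted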
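Test system: AML12 mouse liver cells; schedule: overnight exposure; technique: high-content imaging of BODIPY-stained droplets and DAPI nuclei; read-out: % inhibition of corrected integrated BODIPY droplet signal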
PhoP inhibition: inhibitors of PhoP regulon expression, primary screen, Salmonella Typhimurium, GFP reporter (AID 1863). 0.16% of 300,000 active. S. Typhimurium PhoP-regulated promoter GFP reporter, 4 h; higher % means a stronger effect. inhibition, % at 50 µM, or IC50 in µM where a hit was titrated;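 active = inhibition over 29.93%, a cutoff 3 SD above the screen mean, later confirmed by dose response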;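 also: 0% = low Mg2+ inducing control and 100% = high Mg2+ repressing control; strong numbers were not always called active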
T cell HTS: modulates CD8 T cell binding to vesicles. 2C CD8+ T cell-vesicle binding, flow cytometry; stronger effect = lower value. calls only at 7 µM. 0.068% of 330,000 active. AID 2052;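 active = response, share of CD8 T cells binding vesicles, and their 90th percentile fluorescence all below set limits, cut at about 80% in these data, passing the limit was not always enough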
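Read-out – percent CD8+ FL2 mean versus row control · System – murine 2C transgenic CD8+ T lymphocytes · Times – 1.5 h cell–vesicle binding at 37 °C, then 20 min icy labelling · Control set – naked vesicles low, QL9 vesicles with vehicle high · Detection – cytometric PE anti-B7-1 and Alexa647 anti-CD8 signals after 1% paraformaldehyde fixation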
Lipid droplet cells 6.5 µM: further read-out of Lipid droplet, marked with its call; cell count; measured here: cell count, cytotoxicity flag;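 cells counted across two imaged fields per well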
T cell HTS vesicle-bound %: also measured in T cell HTS; calls as there; double positive events, %; measured here: CD8+ vesicle-bound cell fraction;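 binding gate set so that unloaded-vesicle control wells show 10% double positive cells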
The depositor's hits bear a star. A portion of the library; rates above refer to the full screens.

What do the screens show for `COC(=O)c1ccccc1C(=O)N1CCC(CCC(=O)NC2CC2)CC1`?
Lipid droplet: 18; PhoP inhibition: 2%; T cell HTS: inactive; Lipid droplet cells 6.5 µM: 707; T cell HTS vesicle-bound %: 35

What do the screens show for `CCC(=O)N1CCc2cc(S(=O)(=O)NCCC(=O)N3CCN(c4cccc(OC)c4)CC3)ccc21`?
Lipid droplet: -16; PhoP inhibition: 0%; T cell HTS: inactive; Lipid droplet cells 6.5 µM: 728; T cell HTS vesicle-bound %: 30

How did O=C1CCCCN1CCC(=O)N1CCCC(N2CCN(c3cccc(Cl)c3)CC2)C1 (stereo not drawn) do in these assays?
Lipid droplet: 0; PhoP inhibition: 3%; T cell HTS: inactive; Lipid droplet cells 6.5 µM: 866; T cell HTS vesicle-bound %: 4

How did COc1ccc(C(=O)NC(=S)N2CCOCC2)cc1[N+](=O)[O-] do in these assays?
Lipid droplet: 2; PhoP inhibition: -1%; T cell HTS: inactive; Lipid droplet cells 6.5 µM: 689; T cell HTS vesicle-bound %: 22

What do the screens show for `COc1cc(CC(=O)OCC(=O)N2CCCCC2)cc(OC)c1OC`?
Lipid droplet: -1; PhoP inhibition: -3%; T cell HTS: inactive; Lipid droplet cells 6.5 µM: 837; T cell HTS vesicle-bound %: 21

Results for Cc1cc(C(F)F)nn1CC(=O)NC1CCCCCC1 ?
Lipid droplet: -8; PhoP inhibition: -6%; T cell HTS: inactive; Lipid droplet cells 6.5 µM: 655; T cell HTS vesicle-bound %: 18

Results for CC(C)(C)Cc1nnc(NC(=O)c2ccc3c(c2)OCO3)s1 ?
Lipid droplet: 20; PhoP inhibition: -3%; T cell HTS: inactive; Lipid droplet cells 6.5 µM: 804; T cell HTS vesicle-bound %: 18

How did O=C(N/C(=C/c1cccs1)C(=O)N1CCCC1)c1ccccc1 do in these assays?
Lipid droplet: -10; PhoP inhibition: 1%; T cell HTS: inactive; Lipid droplet cells 6.5 µM: 815; T cell HTS vesicle-bound %: 20

How did CCOC(=O)N1CCN(C(=O)Cc2ccccc2[N+](=O)[O-])CC1 do in these assays?
Lipid droplet: -4; PhoP inhibition: 0%; T cell HTS: inactive; Lipid droplet cells 6.5 µM: 843; T cell HTS vesicle-bound %: 46

Results for COc1cc(Cl)ccc1OCc1cc(C(=O)N2CC[C@@H]3CCCC[C@H]3C2)no1 ?
Lipid droplet: -2; PhoP inhibition: 2%; T cell HTS: inactive; Lipid droplet cells 6.5 µM: 761; T cell HTS vesicle-bound %: 13

Results for COc1ccc(CNc2nc(=S)[nH]c3cc(OC)c(OC)cc23)cc1 ?
Lipid droplet: 16; PhoP inhibition: 0%; T cell HTS: inactive; Lipid droplet cells 6.5 µM: 856; T cell HTS vesicle-bound %: 51

What do the screens show for `Cn1c(=O)c2sccc2n2c(CCCC(=O)Nc3ccc(F)cc3F)nnc12`?
Lipid droplet: -10; PhoP inhibition: -2%; T cell HTS: inactive; Lipid droplet cells 6.5 µM: 798; T cell HTS vesicle-bound %: 40

How did Cc1cc(C)cc(OCCN2CCOCC2)c1 do in these assays?
Lipid droplet: 9; PhoP inhibition: -3%; T cell HTS: inactive; Lipid droplet cells 6.5 µM: 868; T cell HTS vesicle-bound %: 47

How did Cc1cc(C)nc(N2CCCC(C(=O)NC3CC3)C2)n1 (stereo not drawn) do in these assays?
Lipid droplet: -12; PhoP inhibition: 3%; T cell HTS: inactive; Lipid droplet cells 6.5 µM: 725; T cell HTS vesicle-bound %: 42

Results for O=C(O)CNC(=O)c1ccc(NC(=O)/C(=C/c2ccccc2)NC(=O)c2ccco2)cc1 ?
Lipid droplet: 1; PhoP inhibition: 2%; T cell HTS: inactive; Lipid droplet cells 6.5 µM: 830; T cell HTS vesicle-bound %: 65

How did CCOc1ccc(S(=O)(=O)N(CC)CC)cc1NC(=O)c1ccc(N2CCCC2=O)cc1 do in these assays?
Lipid droplet: -6; PhoP inhibition: 8%; T cell HTS: inactive; Lipid droplet cells 6.5 µM: 836; T cell HTS vesicle-bound %: 21

Results for CC(=O)NC(CC(=O)NNC(=O)c1cc2ccccc2cc1O)c1ccccc1 (stereo not drawn) ?
Lipid droplet: -15; PhoP inhibition: -8%; T cell HTS: inactive; Lipid droplet cells 6.5 µM: 653; T cell HTS vesicle-bound %: 70

How did O=C(c1cccc(-c2ccccc2F)c1)N1CC[C@@H](N2CCC(O)CC2)[C@H](O)C1 do in these assays?
Lipid droplet: 5; PhoP inhibition: 5%; T cell HTS: inactive; Lipid droplet cells 6.5 µM: 802; T cell HTS vesicle-bound %: 28

How did CC(NC(=O)CCNS(=O)(=O)c1cccc2nsnc12)c1ccccc1 (stereo not drawn) do in these assays?
Lipid droplet: -19; PhoP inhibition: 2%; T cell HTS: inactive; Lipid droplet cells 6.5 µM: 765; T cell HTS vesicle-bound %: 29

Results for COc1ccc(CCNC(=O)CC2(CC3=NS(=O)(=O)c4ccccc4N3)CCCC2)cc1OC ?
Lipid droplet: -4; PhoP inhibition: -4%; T cell HTS: inactive; Lipid droplet cells 6.5 µM: 666; T cell HTS vesicle-bound %: 9

How did COc1cccc(C(=O)NCC(=O)NCc2cc(=O)n(C)c(=O)n2C)c1OC do in these assays?
Lipid droplet: 1; PhoP inhibition: -5%; T cell HTS: inactive; Lipid droplet cells 6.5 µM: 689; T cell HTS vesicle-bound %: 1

Results for CCOC(=O)N1CCN(C(=O)C2CCC(=O)N(CCCc3ccccc3)C2)CC1 (stereo not drawn) ?
Lipid droplet: 1; PhoP inhibition: 4%; T cell HTS: inactive; Lipid droplet cells 6.5 µM: 699; T cell HTS vesicle-bound %: 67

What do the screens show for `COc1ccc(-n2nc3c(c2NC(=O)C(C)Oc2ccccc2)CS(=O)(=O)C3)cc1` (stereo not drawn)?
Lipid droplet: 14; PhoP inhibition: -6%; T cell HTS: inactive; Lipid droplet cells 6.5 µM: 784; T cell HTS vesicle-bound %: 15

What do the screens show for `CCOC(=O)N1CCN(S(=O)(=O)c2ccc(C(=O)N(CCCN(C)C)c3nc4ccc(OC)cc4s3)cc2)CC1`?
Lipid droplet: -4; PhoP inhibition: 1%; T cell HTS: inactive; Lipid droplet cells 6.5 µM: 847; T cell HTS vesicle-bound %: 59

What do the screens show for `Cn1cc(CN2CCC(n3nccc3NC(=O)Cc3ccccc3)CC2)cn1`?
Lipid droplet: -2; PhoP inhibition: -6%; T cell HTS: inactive; Lipid droplet cells 6.5 µM: 790; T cell HTS vesicle-bound %: 72

Results for O=C(CSc1nnc(-c2ccc(F)cc2)o1)N1CCCC1 ?
Lipid droplet: 0; PhoP inhibition: -5%; T cell HTS: inactive; Lipid droplet cells 6.5 µM: 773; T cell HTS vesicle-bound %: 29

Results for CC(=O)Nc1cccc(NC(=O)C(C)N2c3cccc4cccc(c34)S2(=O)=O)c1 (stereo not drawn) ?
Lipid droplet: -6; PhoP inhibition: 2%; T cell HTS: inactive; Lipid droplet cells 6.5 µM: 756; T cell HTS vesicle-bound %: 27

Results for COC(=O)C1CN(C(=O)c2cccc(OC(F)F)c2)c2ccccc2O1 (stereo not drawn) ?
Lipid droplet: -2; PhoP inhibition: 3%; T cell HTS: inactive; Lipid droplet cells 6.5 µM: 823; T cell HTS vesicle-bound %: 18

Results for O=C(Nc1ccc(F)c(F)c1)C1CCN(S(=O)(=O)c2cccc3nonc23)CC1 ?
Lipid droplet: 4; PhoP inhibition: -2%; T cell HTS: inactive; Lipid droplet cells 6.5 µM: 835; T cell HTS vesicle-bound %: 17

What do the screens show for `CC(=O)Oc1ccc(N2C(=O)c3cccc4c([N+](=O)[O-])ccc(c34)C2=O)cc1`?
Lipid droplet: -10; PhoP inhibition: -34%; T cell HTS: inactive; Lipid droplet cells 6.5 µM: 777; T cell HTS vesicle-bound %: 25

What do the screens show for `CCc1nnc(NS(=O)(=O)c2ccc(NC(=O)c3ccccc3OC)cc2)s1`?
Lipid droplet: 1; PhoP inhibition: -3%; T cell HTS: inactive; Lipid droplet cells 6.5 µM: 687; T cell HTS vesicle-bound %: 16

What do the screens show for `COc1ccc(C(C)NC(=O)C23CC4CC(CC(C4)C2)C3)cc1` (stereo not drawn)?
Lipid droplet: 2; PhoP inhibition: 1%; T cell HTS: inactive; Lipid droplet cells 6.5 µM: 819; T cell HTS vesicle-bound %: 58

Results for NC(=O)c1nsc(C(=O)N(Cc2cccnc2)C(C(=O)NCc2ccc(F)cc2)c2ccc(O)cc2)c1N (stereo not drawn) ?
Lipid droplet: -8; PhoP inhibition: 0%; T cell HTS: inactive; Lipid droplet cells 6.5 µM: 786; T cell HTS vesicle-bound %: 19

Results for CN(C(=O)c1cccc(C(F)(F)F)c1)C1CCCc2ccccc21 (stereo not drawn) ?
Lipid droplet: -20; PhoP inhibition: -6%; T cell HTS: inactive; Lipid droplet cells 6.5 µM: 798; T cell HTS vesicle-bound %: 48

Results for COc1cccc(CNC(=O)[C@H](CCSC)NC(=O)N2CCn3c2nc2ccccc23)c1 ?
Lipid droplet: -10; PhoP inhibition: -9%; T cell HTS: inactive; Lipid droplet cells 6.5 µM: 770; T cell HTS vesicle-bound %: 31

Results for O=C(NCc1ccc(Cl)cc1)C1CCCN1C(=O)Nc1ccccc1 (stereo not drawn) ?
Lipid droplet: 6; PhoP inhibition: -5%; T cell HTS: inactive; Lipid droplet cells 6.5 µM: 810; T cell HTS vesicle-bound %: 64

What do the screens show for `CCOc1cc(C(C(=O)NCC2CCCO2)N(C(=O)Cn2nnc3ccccc32)c2ccccc2C)ccc1O` (stereo not drawn)?
Lipid droplet: -10; PhoP inhibition: -5%; T cell HTS: inactive; Lipid droplet cells 6.5 µM: 810; T cell HTS vesicle-bound %: 29

Results for CCCN1CCN(CC(=O)Nc2cc(OCC)ccc2OCC)CC1 ?
Lipid droplet: 9; PhoP inhibition: -6%; T cell HTS: inactive; Lipid droplet cells 6.5 µM: 418; T cell HTS vesicle-bound %: 25

What do the screens show for `O=C(Nc1ccc(F)cc1)C1CCCN(S(=O)(=O)c2ccc(-n3cnnn3)cc2)C1` (stereo not drawn)?
Lipid droplet: 9; PhoP inhibition: 6%; T cell HTS: inactive; Lipid droplet cells 6.5 µM: 844; T cell HTS vesicle-bound %: 16

How did Cc1ccc2nc(N3CCN(C(=O)c4ccc(F)cc4)CC3)c(C#N)cc2c1 do in these assays?
Lipid droplet: -11; PhoP inhibition: 9%; T cell HTS: inactive; Lipid droplet cells 6.5 µM: 770; T cell HTS vesicle-bound %: 47

How did Cc1ccc(CNC(=O)CNS(=O)(=O)c2ccc(Br)s2)cc1 do in these assays?
Lipid droplet: -19; PhoP inhibition: 8%; T cell HTS: inactive; Lipid droplet cells 6.5 µM: 662; T cell HTS vesicle-bound %: 31

4 compounds picked at random from those above:
What do the screens show for `O=C(Nc1ccc(F)cc1)C1CCCN(S(=O)(=O)c2ccc(-n3cnnn3)cc2)C1` (stereo not drawn)?
Lipid droplet: 9; PhoP inhibition: 6%; T cell HTS: inactive; Lipid droplet cells 6.5 µM: 844; T cell HTS vesicle-bound %: 16

How did O=C(N/C(=C/c1cccs1)C(=O)N1CCCC1)c1ccccc1 do in these assays?
Lipid droplet: -10; PhoP inhibition: 1%; T cell HTS: inactive; Lipid droplet cells 6.5 µM: 815; T cell HTS vesicle-bound %: 20

Results for O=C(O)CNC(=O)c1ccc(NC(=O)/C(=C/c2ccccc2)NC(=O)c2ccco2)cc1 ?
Lipid droplet: 1; PhoP inhibition: 2%; T cell HTS: inactive; Lipid droplet cells 6.5 µM: 830; T cell HTS vesicle-bound %: 65

How did Cc1cc(C)cc(OCCN2CCOCC2)c1 do in these assays?
Lipid droplet: 9; PhoP inhibition: -3%; T cell HTS: inactive; Lipid droplet cells 6.5 µM: 868; T cell HTS vesicle-bound %: 47
